High-throughput results (PubChem BioAssay)
CSN deneddyl inh = CSN deneddylation inhibition. Q92905. Purified CSN, SCF-Nedd8-OG deneddylation, fluorescence polarization. inhibition, % at 12.5 µM. 360,000 tested, 0.38% active. AID 651999;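 active = pattern-corrected inhibition above about 35%, with an unprinted fluorescence ratio check between 0.5 and 1.5, limit read from the data, passing the limit was not always enough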;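 note: 0% = enzyme with substrate and 100% = substrate without enzyme; some results filed as inactive read as strong as hits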
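Test system: purified human Csn5 enzyme expressed in HEK293T cells. Amount: 0.24 nM enzyme. Reagent: SCFSkp2-Nedd8OG substrate at 10 nM final. Schedule: 90 min incubation of compound, enzyme and substrate at room temperature. Detection: fluorescence polarization. Read-out: % inhibition of substrate cleavage by Csn5.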
STEP block = STEP (human) phosphatase inhibition; 360,000 tested, 0.25% active; recombinant STEP, OMFP fluorogenic substrate, fluorescence; P54829; inhibition, % at 20 µM; AID 588621;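 active = inhibition at 20 µM, scaled per plate between control wells, above about 37%, limit read from the data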;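 note: 0% = DMSO with enzyme and substrate and 100% = substrate only without enzyme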
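System: isolated STEP enzyme; schedule: 20 min enzyme reaction at room temperature, protected from light; medium: Bis-Tris buffer pH 6.0, 2.5 mM DTT, 0.005% Tween 20; signal: fluorescence, 480/540 nm; dosing: single compound dose of 20 µM, 1% DMSO final; also added: OMFP substrate, 25 µM final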
Rpn11 block = inhibitors of human proteasome Rpn11; O00487; human 26S proteasome, Ub4-pepOG fluorescence polarization; 20S core pre-blocked with epoxomicin; calls only at 20 µM; 360,000 tested, 0.59% active;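 active = inhibition at 20 µM, scaled to each plate's controls, above about 33%, limit read from the data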
Rin1-Abl PPI inh = human Rin1-Abl interaction inhibition. P00519+Q13671. TR-FRET Rin1/Abl binding, biochemical. inhibition, % at 7.35 µM. 360,000 tested, 0.4% active; in the data active = inhibition above about 5%, passing the limit was not always enough
NadD block = inhibitors of Staphylococcus aureus NadD. purified NadD enzyme, colorimetric absorbance read-out. 360,000 tested, 0.78% active. inhibition, % at 20 µM; in the data active = inhibition above about 26%; note: some compounds past the cut are filed as inactive
SUMO1 PPI mod = modulators of human SUMO1-mediated protein-protein interactions; P63165; SUMO1 binding to a labelled peptide, TR-FRET, 1 h; inhibition, % at 20 µM; 360,000 tested, 0.33% active; AID 602429; in the data active = inhibition above about 37%
Target sequence (P63165 whole entry, looked up): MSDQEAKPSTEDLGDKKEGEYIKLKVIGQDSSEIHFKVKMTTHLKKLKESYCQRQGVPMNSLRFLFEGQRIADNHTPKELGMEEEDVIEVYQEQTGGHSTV
Scp1 inh = Scp-1 (human) phosphatase inhibition; Q9GZU7; Recombinant Scp1, phosphopeptide, malachite green phosphate absorbance; inhibition, % at 20 µM; 340,000 tested, 0.88% active;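 active = inhibition above about 50% at 20 µM, limit read from the data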;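 note: plate controls were DMSO wells with enzyme for no effect and wells lacking enzyme for full effect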
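Incubation: 45 min enzyme reaction at room temperature / System: truncated SCP-1 phosphatase (76-261aa) / Reagent: Phospho 17-mer peptide substrate / Buffer or medium: Acidic Tris acetate buffer with magnesium and detergent / Signal: absorbance at 630 nm / Doses: one concentration, 20 µM, with 1.0% DMSO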
Neddylation inh = blocks human cullin neddylation | TR-FRET cullin neddylation, biochemical | calls only at 25 µM | 360,000 tested, 0.58% active | AID 651699; in the data active = inhibition above about 36%
Target sequence (P61081 whole entry, looked up): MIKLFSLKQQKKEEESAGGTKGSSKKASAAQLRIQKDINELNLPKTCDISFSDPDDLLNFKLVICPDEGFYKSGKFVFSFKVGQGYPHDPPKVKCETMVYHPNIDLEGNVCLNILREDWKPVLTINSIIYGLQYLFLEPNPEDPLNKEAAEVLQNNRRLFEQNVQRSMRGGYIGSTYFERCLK
Target sequence (Q13564 whole entry, looked up): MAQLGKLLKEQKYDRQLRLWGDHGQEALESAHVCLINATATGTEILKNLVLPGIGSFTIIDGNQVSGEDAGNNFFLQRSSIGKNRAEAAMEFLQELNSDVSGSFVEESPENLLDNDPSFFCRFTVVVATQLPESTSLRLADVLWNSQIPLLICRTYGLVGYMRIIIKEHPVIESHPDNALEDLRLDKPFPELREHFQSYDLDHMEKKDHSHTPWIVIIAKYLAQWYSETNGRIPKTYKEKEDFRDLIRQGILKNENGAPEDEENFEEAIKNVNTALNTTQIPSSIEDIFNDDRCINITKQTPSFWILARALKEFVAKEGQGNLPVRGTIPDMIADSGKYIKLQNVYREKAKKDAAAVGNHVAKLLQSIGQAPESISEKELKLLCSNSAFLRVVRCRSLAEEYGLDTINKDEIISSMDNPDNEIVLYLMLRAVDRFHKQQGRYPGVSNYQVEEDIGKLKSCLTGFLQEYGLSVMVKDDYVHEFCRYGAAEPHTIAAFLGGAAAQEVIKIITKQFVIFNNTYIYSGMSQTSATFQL
DNMT1 inh = blocks human DNA methyltransferase DNMT1. DNMT1 molecular beacon, Hinp1I cleavage, fluorescence. inhibition (reported as % activation of signal), % at 10 µM. P26358. 360,000 tested, 0.83% active. AID 588458; in the data active = inhibition above about 50%
LMPTP inh = blocks human LMPTP phosphatase; P24666; inhibition, % at 20 µM; recombinant LMPTP-A, OMFP fluorogenic substrate, fluorescence intensity; 360,000 tested, 0.22% active;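 active = compounds that cut the enzyme signal by at least half of the control window in the single-dose screen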;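 note: plate controls were DMSO wells with enzyme plus substrate for no effect and substrate without enzyme for full effect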
Target sequence (P24666 whole entry, looked up): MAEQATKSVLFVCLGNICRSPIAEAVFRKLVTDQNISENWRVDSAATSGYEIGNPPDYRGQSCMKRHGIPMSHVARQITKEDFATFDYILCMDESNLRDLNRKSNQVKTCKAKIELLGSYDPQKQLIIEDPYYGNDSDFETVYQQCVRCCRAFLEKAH
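Test system: LMPTP-A phosphatase enzyme; input: 0.625 nM LMPTP-A final; reagent: OMFP substrate, 400 µM final; compound dosing: 20 µM single dose, 3% DMSO; incubation: 50 min dark incubation at room temperature; measured by: endpoint fluorescence intensity from OMFP dephosphorylation; measure: % inhibition relative to no-enzyme and uninhibited control wells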
Starred values were filed as active, the others as inactive; i = inactive; nt = not tested or not shown; & = joins results of further samples.

SMILES	CSN deneddyl inh	STEP block	Rpn11 block	Rin1-Abl PPI inh	NadD block	SUMO1 PPI mod	Scp1 inh	Neddylation inh	DNMT1 inh	LMPTP inh
O=C(NC(Cc1ccccc1)C(=O)O)C1CCCCC1 (stereo not drawn)	-5	0	i	2	1	20	-5	i	0	-0.3
CC(=O)Nc1ccc(S(=O)(=O)N2CCN(C(=O)c3ncoc3-c3ccccc3C)CC2)cc1	7	1	i	4	-7	4	0	i	3	-0.4
CSCCC1C(=O)OC2(C)CC(C)(C)NC(=S)N12 (stereo not drawn)	6	2	i	-4	1	-2	-1	i	-2	-1.2
O=C(O)CCCn1cc(NC(=O)c2cc(F)c(F)cc2Cl)cn1	-2	-3	i	3	1	1	-1	i	0	0.2
CC1CCCCC1NC(=O)COC(=O)CNC(=O)c1cccc(F)c1 (stereo not drawn)	8	1	i	0	-7	1	-10	i	-6	-0.4
COC(=O)c1ccc(C(=O)OC)c(NC(=O)CN2CCC(C)CC2)c1	-4	1	i	-3	-8	0	-3	i	1	-0.8
O=c1[nH]c2ccccc2n1CCC1CCCCC1	-2	-2	i	2	-1	-3	-3	i	-3	1.1
O=C(O)/C=C/C(=O)N(Cc1ccccc1)Cc1ccco1	3	2	i	0	-2	1	-5	i	0	-1.2
O=C1NC2(CCCCCC2)C(=O)N1Cc1ccc(F)cc1Cl	0	0	i	5	-5	2	-7	i	1	1.1
Cc1ccc(C(=O)NCC(=O)OCC(=O)c2ccc3c(c2)NC(=O)CO3)cc1	-5	2	i	3	-2	0	-5	i	1	11
COc1ccc(-n2nnc3c(=O)n(Cc4cc(C)ccc4C)cnc32)cc1	-5	-5	i	-2	-7	-1	-3	i	3	-0.4
CCN(CC)C(=O)c1sc(NC(=O)Cc2cccs2)c(C#N)c1C	-6	-5	i	-3	-1	3	-4	i	-1	-0.6
COC(=O)C(Cc1ccc(O)cc1)NC(=O)c1ccc2c(c1)OCCO2 (stereo not drawn)	3	-3	i	4	-3	2	-1	i	-2	-0.7
CSc1ccc(/C=N/NC(=O)COc2ccc(Br)cc2Cl)cc1	2	2	i	-1	0	-2	-3	nt	31	-0.5
CCN(CC)C(=O)Cn1cc(S(=O)(=O)CC(=O)Nc2ccc(F)cc2)c2ccccc21	-2	2	i	0	-1	6	-7	i	-1	-0.4
CC1CCCCN1C(=O)C1CCCN(S(=O)(=O)c2cccc3nsnc23)C1 (stereo not drawn)	4	-1	i	-4	-6	-31	-5	i	10	-0.5
Cc1ccccc1CN1C(=O)c2ccccc2S1(=O)=O	1	0	i	2	-2	44*	-4	i	-2	-0.6
CC(C)N(Cc1ccccc1)C(=O)COC(=O)C1CCN(S(=O)(=O)c2ccc3c(c2)OCCO3)CC1	-5	0	i	2	-6	5	-7	i	-2	1.0
CC(NC1CCCCC1)C(=O)NN=C(c1ccccc1)c1ccccc1 (stereo not drawn)	7	0	i	-4	-7	-1	-11	i	-3	-0.2
COC(=O)C[C@H]1C=C[C@H](NC(=O)C2CCOCC2)[C@@H](CO)O1	3	nt	nt	nt	nt	0	nt	i	nt	-1.1
C=CCOC(=O)C1=C(C)NC(SC)=C(C#N)C1c1ccc(OCC)cc1 (stereo not drawn)	0&5	-3&2	i	1&1	-4&-10	-1&-2	-13&-1	i	2&-1	1.5&2.8
Cc1ccc(NS(=O)(=O)c2cccs2)c(C)c1	-5	0	i	3	-4	-2	-4	i	1	-0.1
COc1ccccc1NC(C)C(=O)Nc1ccc(C(C)=O)cc1 (stereo not drawn)	-3	-2	i	0	-3	16	-7	i	-4	-1.3
CSc1nc2nccc(-c3ccc(Oc4ccccc4)cc3)n2n1	-5	-2	i	-4	-1	-9	1	i	-1	0.2
CC1(C)Cc2c(sc3nnn(CC(=O)Nc4ccccc4)c(=O)c23)CO1	5	-3	i	-2	1	-22	-7	i	-1	-0.5

The list goes on:
SMILES	CSN deneddyl inh	STEP block	Rpn11 block	Rin1-Abl PPI inh	NadD block	SUMO1 PPI mod	Scp1 inh	Neddylation inh	DNMT1 inh	LMPTP inh
COc1cc(OC)c2cc(C(=O)N/N=C/c3ccccc3O)[nH]c2c1	-1	-1	i	-2	10	-1	-11	i	-7	0.4
Cc1cc2nc(SCC(=O)N(C)C)c3c(c2cc1C)CCCC3	2	-2	i	-18	12	-2	2	i	-2	2.0
O=[N+]([O-])c1cccc(/C=N/n2c(COc3ccccc3)n[nH]c2=S)c1	1	3	i	-1	10	-20	2	i	1	0.0
CC(=O)Nc1ccc(C2=CC(=O)C[C@H](c3ccc(Cl)cc3)C2)cc1	-2	9	i	1	-1	-28	-11	i	-4	1.6
FC(F)(F)c1cc(-c2cccs2)nc(-n2cc(Br)cn2)n1	5	1	i	-2	-2	10	-12	i	10	1.6
CCN(CC)S(=O)(=O)c1cccc(NC(=O)COC(=O)c2n[nH]c(=O)c3ccccc23)c1	-3	3	i	0	13	11	-7	i	2	0.1
N#CC1(NC(=O)CSc2nnc(C3CC3)n2C2CC2)CCCCC1	-3	-1	i	-2	5	-3	3	i	0	-4.0
CCOc1ccc(NC(=O)CN(C)C(=O)Cc2sc(C)nc2-c2ccc(F)cc2)cc1OCC	2	0	i	-3	-1	-9	-5	i	-2	0.3
Fc1ccc(-c2csc(Nc3ccccn3)n2)c(F)c1	2	-3	i	-3	-7	7	-5	i	-8	1.5
CCC(=O)Nc1ccc2c(c1)ncn2-c1ccccc1C	5	1	i	6	-2	-4	-1	i	-5	-0.7
C=CCn1c(SCC(=O)N(CC)C2CCS(=O)(=O)C2)nc2ccccc2c1=O (stereo not drawn)	0	2	i	-1	-1	-1	-16	i	3	0.3
O=C(NCCc1nc2ccccc2[nH]1)/C(=C/c1ccc2c(c1)OCO2)NC(=O)c1ccc(Cl)cc1Cl	3	-2	i	-3	15	-4	0	i	-1	2.5
Cc1c(C(=O)N(C)C)c2cc(Cl)ccc2n1O	-4	-2	i	1	1	4	6	i	11	-1.1
COc1cc(Cl)c(C)cc1NC(=O)COC(=O)CCc1nc2ccccc2c(=O)[nH]1	-3	1	i	3	-5	7	1	i	1	0.6
Cc1sc2nc(-c3cccs3)oc(=O)c2c1C	-1	1	i	-4	-4	-15	-10	nt	5	0.7
COc1ccc2[nH]c(=O)c(CN(CCCN3CCOCC3)C(=O)NCc3ccccc3)cc2c1	0	2	i	0	2	1	4	i	1	-2.3
CN(Cc1ccccc1)C(=O)c1ccc2c(c1)OCO2	-1	-2	i	3	-2	1	0	i	1	-0.4
COc1cc(/C=N/Nc2nc3ccccc3[nH]2)cc(OC)c1O	-5	4	i	-1	-8	-5	-13	i	5	1.7
CS(=O)(=O)N1CCCCC1c1cc(C(=O)NCc2ccccc2)no1 (stereo not drawn)	4	-4	i	-3	-9	-1	nt	i	4	-1.4
CC(=O)c1cccc(N(CC(=O)N2CCCCC2)S(C)(=O)=O)c1	-3	1	i	-1	1	-1	-8	i	-1	-1.4
CSc1ccc(Cn2c(C)c(C(=O)NCc3cccc(Cl)c3)sc2=O)cc1	-8	-3	i	1	-6	37	nt	i	-6	1.5
COc1cc(CCC(=O)N2CCN(c3ccccc3Cl)CC2)cc(OC)c1OC	-2	-1	i	2	0	1	-5	i	-2	-1.6
C=CCN(C(=O)CNC(=O)c1ccco1)C(C(=O)NC1CCCCC1)c1cccnc1 (stereo not drawn)	1	-1	i	2	-4	2	-7	i	3	-0.3
CC(Sc1nc(N2CCOCC2)c2c(c1C#N)CC(C)(C)OC2)C(=O)Nc1ccccc1 (stereo not drawn)	-4	-2	i	-2	4	4	-5	i	6	-0.3
O=C(O)c1cc(S(=O)(=O)N2CCCCC2)ccc1Cl	-4	-3	i	-6	-2	-2	0	i	2	-0.5

New compounds follow:
SMILES	CSN deneddyl inh	STEP block	Rpn11 block	Rin1-Abl PPI inh	NadD block	SUMO1 PPI mod	Scp1 inh	Neddylation inh	DNMT1 inh	LMPTP inh
COc1ccc(Cl)cc1-c1csc(N)n1	-2	-1	i	-4	-4	20	-8	i	-1	0.4
COc1cccc(OC)c1C(=O)NCC12CC3CC(C1)CC(CNC(=O)c1c(OC)cccc1OC)(C3)C2	5	0	i	-2	5	5	1	i	-2	0.6
CCN(CC)C(=O)CSc1nc(-c2ccccc2)cc(=O)[nH]1	-5	-4	i	-1	-6	3	4	i	-2	-2.1
CC1=NN(C(=O)c2c(Br)cnn2C)C(O)(C(F)(F)F)C1 (stereo not drawn)	-2	0	i	2	-4	-1	-14	i	3	-1.7
CSC1=N/C(=C\c2cccc(Cl)c2)C(=O)N1N(C)C	2	-1	i	0	-6	-4	-18	i	1	2.5
CN(C)S(=O)(=O)c1ccc(C(=O)NNC(=O)c2ccccc2-n2cccc2)cc1	2	3	i	-3	-4	2	-6	i	2	-0.1
O=C(O)CCC(NC(=O)c1ccc(Cl)cc1)C(=O)O (stereo not drawn)	-5	3	i	-2	0	3	-6	i	-2	-1.2
CCOc1ccccc1CN1CCN(C2CCOCC2)CC1CCO (stereo not drawn)	6	2	i	2	-3	0	-9	i	-2	-1.0
CSc1ncc(Cl)c(C(=O)NCc2cccnc2)n1	6	0	i	-2	-5	0	-6	i	-2	-1.6
CCOc1ccc(NC(=O)Nc2nnc(CC(=O)NCc3ccccc3)s2)cc1	-1	-2	i	-2	8	-3	2	i	34	-0.8
Cc1c(NS(=O)(=O)c2cc(C(=O)Nc3ccc(F)cc3Cl)ccc2Cl)c(=O)n(-c2ccccc2)n1C	5	-4	i	-4	2	6	-2	i	-2	-1.5
Cc1nc(SCC(=O)Nc2cc(S(=O)(=O)N3CCOCC3)ccc2Cl)nc(C)c1C	3	-2	i	3	-4	-4	0	i	-3	-0.8
O=C(O)CN1C(=O)/C(=C\c2ccccc2OCc2ccc(Cl)cc2Cl)SC1=S	15	16	i	-1	12	12	6	i	20	6.8
O=C(CSc1ccccn1)Nc1nc2ccc(Br)cc2s1	-2	1	i	-1	-3	2	0	i	1	1.0
C=CCc1ccc(OCCCN2CCCC(C)C2)c(OC)c1 (stereo not drawn)	2	0	i	4	1	4	-1	i	0	-1.4

Reformatted: five of the compounds above
| SMILES | CSN deneddyl inh | STEP block | Rpn11 block | Rin1-Abl PPI inh | NadD block | SUMO1 PPI mod | Scp1 inh | Neddylation inh | DNMT1 inh | LMPTP inh |
| --- | --- | --- | --- | --- | --- | --- | --- | --- | --- | --- |
| COc1ccc(Cl)cc1-c1csc(N)n1 | -2 | -1 | i | -4 | -4 | 20 | -8 | i | -1 | 0.4 |
| COc1cccc(OC)c1C(=O)NCC12CC3CC(C1)CC(CNC(=O)c1c(OC)cccc1OC)(C3)C2 | 5 | 0 | i | -2 | 5 | 5 | 1 | i | -2 | 0.6 |
| CCN(CC)C(=O)CSc1nc(-c2ccccc2)cc(=O)[nH]1 | -5 | -4 | i | -1 | -6 | 3 | 4 | i | -2 | -2.1 |
| CC1=NN(C(=O)c2c(Br)cnn2C)C(O)(C(F)(F)F)C1 (stereo not drawn) | -2 | 0 | i | 2 | -4 | -1 | -14 | i | 3 | -1.7 |
| CSC1=N/C(=C\c2cccc(Cl)c2)C(=O)N1N(C)C | 2 | -1 | i | 0 | -6 | -4 | -18 | i | 1 | 2.5 |

This is a random part of the collection (roughly 3.8% active in at least one column).
